Screening data: PubChem BioAssay, National Center for Advancing Translational Sciences (NCATS)
L3MBTL1 block: L3MBTL1 (human) inhibition; AlphaScreen L3MBTL1–H3K9me1 peptide binding; Potency, µM (top dose mostly 57.1 µM), without a hit: at the top dose activity, negative = inhibition, hits mostly inhibitors; 230,000 tested, 0.66% active; AID 485360; also: nearly all actives have a fitted effect of over 60% in size
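Read-out is AlphaScreen signal from streptavidin donor and nickel chelate acceptor beads (10 ug/mL final each) bridging L3MBTL1 (50 nM) and biotinylated K9-monomethylated H3(1-15) peptide (75 nM), after 30 min compound exposure at room temperature.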
TexasRed fluor: Texas Red fluorescence interference in TRb-SRC2 counter-screen; TRb/SRC2 Texas Red total fluorescence interference; Potency, µM (top dose mostly 106 µM), inactives show at the top dose fluorescence change, negative = quenching; 280,000 tested, 0.29% active; active = well fitted curve in either direction with a large enough effect; inconclusive = small, poorly fitted or top-dose-only effect
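Flags fluorescent or light-absorbing compounds by total fluorescence, S + 2P, at 555 nm excitation and 632 nm emission. Mixture: 20 nM Texas Red SRC2 peptide, 0.6 uM human TRb LBD, 1 uM T3, 5% DMSO; compound exposure 5 h at ambient temperature.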
GAA inhib: blocks human lysosomal alpha-glucosidase | P10253 | purified human GAA, 4-MU-alpha-glucoside fluorescence | Potency, µM (top dose mostly 76.9 µM), without a hit: top-dose activity change, negative = inhibition, usual class: inhibitors | 200,000 tested, 0.005% active;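 also: plate controls were uninhibited enzyme wells for no effect and no-enzyme background for full effect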
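Human alpha-glucosidase, 4 nM, pre-mixed with test compounds before 400 uM 4-methylumbelliferyl substrate; 20 min room temperature at pH 5.0. Fluorescence read after pH 10 stop; AC50 values from Hill-equation fits.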
RGS12 GoLoco inh: blocks human Gai1 binding to RGS12 GoLoco peptide, red readout. 230,000 tested, 0.44% active. AID 880. Gai1:RGS12 GoLoco peptide FP, rhodamine, 10 min. Potency, µM (series often up to 61.6 µM), without a hit: top-dose activity, negative = inhibition, actives largely listed as inhibitors. P63096; active = well fitted inhibition curve with a large enough effect, not every such curve was filed as active; inactive = no such curve, though single readings can be large or run the other way; also: nearly all actives have a fitted effect of over 30% in size; many of its hits are not listed in these tables
Target sequence (P63096 whole entry, looked up): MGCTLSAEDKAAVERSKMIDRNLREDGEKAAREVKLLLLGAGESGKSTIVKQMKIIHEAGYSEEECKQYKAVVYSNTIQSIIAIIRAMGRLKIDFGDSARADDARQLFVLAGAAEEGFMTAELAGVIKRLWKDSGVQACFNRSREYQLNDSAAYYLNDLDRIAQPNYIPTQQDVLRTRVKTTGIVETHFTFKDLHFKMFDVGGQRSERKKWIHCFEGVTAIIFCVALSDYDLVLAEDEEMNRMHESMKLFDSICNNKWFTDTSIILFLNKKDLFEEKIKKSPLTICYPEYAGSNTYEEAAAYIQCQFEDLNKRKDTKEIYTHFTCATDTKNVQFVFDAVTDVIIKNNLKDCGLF
GAA spleen mod: lysosomal alpha-glucosidase (human) modulation; P10253; human spleen homogenate, 4-MU-alpha-glucoside fluorescence; Potency, µM (titrated, usually from 79.9 µM), for inactives: top-dose activity change, negative = inhibition, usual class: inhibitors; 240,000 tested, 0.006% active; AID 2112;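 also: 0% = enzyme with vehicle and -100% = no enzyme basal signal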
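Human spleen homogenate (1 ug) with 4-methylumbelliferyl-alpha-D-glucopyranoside (1 mM final) in 50 mM citrate/phosphate pH 5.0, 0.01% Tween-20; 40 min at 37 C. Stopped at pH 10; 4-MU fluorescence Ex 365/Em 440 nm; AC50 by Hill fit.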
TRb-SRC2 inh: disrupts binding of human TR beta to SRC2; Potency, µM (series often up to 106 µM), for the others: top-dose activity change, negative = inhibition, usual class: inhibitors; TRbeta-SRC2 peptide binding, fluorescence polarization; receptor liganded with 1 µM T3; AID 1469; P10828; 280,000 tested, 0.065% active;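 also: plate controls were bound peptide for no effect and peptide without receptor for full effect; nearly all actives have a fitted effect of over 50% in size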
Target sequence (P10828 whole entry, looked up): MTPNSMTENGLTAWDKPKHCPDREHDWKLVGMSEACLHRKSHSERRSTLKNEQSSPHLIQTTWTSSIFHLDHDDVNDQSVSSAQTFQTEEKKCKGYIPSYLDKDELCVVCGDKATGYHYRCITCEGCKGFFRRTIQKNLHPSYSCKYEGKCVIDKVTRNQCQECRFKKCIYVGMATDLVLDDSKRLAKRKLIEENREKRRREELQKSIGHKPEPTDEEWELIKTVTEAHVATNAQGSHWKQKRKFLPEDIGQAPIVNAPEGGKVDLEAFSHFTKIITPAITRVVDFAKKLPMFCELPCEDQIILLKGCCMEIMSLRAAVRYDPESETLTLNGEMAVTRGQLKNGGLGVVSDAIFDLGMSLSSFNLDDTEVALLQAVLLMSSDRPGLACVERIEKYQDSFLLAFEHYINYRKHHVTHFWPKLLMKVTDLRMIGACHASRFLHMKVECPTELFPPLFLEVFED
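TRb LBD 0.6 uM + Texas Red SRC2 peptide 20 nM, 1 uM T3, Tris buffer w/ 5% DMSO; compound pinned, 5 h RT; FP read ex 555/em 632; normalized to unbound and bound controls.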
RECQ1 inh: inhibitors of human RECQ1 DNA helicase. RECQ1 DNA unwinding, red fluorescence kinetic read. Potency, µM (highest dose often 57.3 µM), for inactives: at the top dose activity, negative = inhibition, most hits filed as inhibitors. P46063. 240,000 tested, 0.54% active;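 also: plate controls were vehicle for no effect and no enzyme for full effect; nearly all actives have a fitted effect of over 30% in size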
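50 nM RECQ1T1 preincubated 15 min with compound in Tris pH 8.0 buffer with MgCl2, DTT, Tween-20 and 2.5 ug/ml poly(dI-dC); started with 200 nM TAMRA/BHQ-2 forked duplex and 2 mM ATP. Unwinding read as fluorescence (525/598 nm), two reads 2 h apart.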
GAA glycogen: inhibitors or activators of human alpha-glucosidase glycogen cleavage. AID 2100. Potency, µM (doses to about 76.4 µM), for the others: top-dose activity change, negative = inhibition, usual class: inhibitors. 300,000 tested, 0.38% active. recombinant GAA, glycogen substrate, Amplex Red glucose oxidase fluorescence;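 also: 0% = full enzyme reaction and -100% = no-enzyme basal signal; the screen sought inhibitors and activators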
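Recombinant enzyme (4 nM final) with compounds titrated up to 77 uM and bovine liver glycogen (30 ug) in citrate pH 5.0, 0.01% Tween-20, 37 C 40 min. Released glucose detected by Amplex Red/glucose oxidase (Ex 573/Em 610); AC50 from Hill fits.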
Numbers without * were called inactive; & = joins results of further samples; [ ] = dose if it differs, or a comment. Unless noted, calls follow the shape of the dose curve; as a rule, active = well fitted curve in the direction sought with a large enough effect; inconclusive = small, poorly fitted or top-dose-only effect, or another doubt; inactive = no such curve, though single readings can be large; an effect the other way counts as inactive or inconclusive. Unless noted, % is scaled to controls: 0 for no effect and ±100 for the full control effect; potency is read from the fitted curve at half-maximal effect.

For O=C1c2ccsc2SCCN1Cc1ccccc1 the results were L3MBTL1 block 0%, TexasRed fluor -3%, RGS12 GoLoco inh 3%, GAA spleen mod 3%, TRb-SRC2 inh -12%, RECQ1 inh inactive and GAA glycogen -2%.
Cc1ccc(NC(=S)NC(NC(=O)C(C)(C)C)C(Cl)(Cl)Cl)c(C)c1 (stereo unspecified) was read as L3MBTL1 block 2%, TexasRed fluor 2%, GAA inhib -1%, RGS12 GoLoco inh -3%, GAA spleen mod -4%, TRb-SRC2 inh 1%, RECQ1 inh inactive and GAA glycogen -3%.
For O=C(NC1CCCCC1)c1cc(C2CC2)on1 the results were L3MBTL1 block -2%, TexasRed fluor -1%, RGS12 GoLoco inh 4%, GAA spleen mod -17%, TRb-SRC2 inh 2%, RECQ1 inh -4% and GAA glycogen 2%.
Screening Cc1sc2nc3ccc(N4CCCC4)nn3c(=O)c2c1C returned L3MBTL1 block 0%, TexasRed fluor -4%, RGS12 GoLoco inh -3%, GAA spleen mod 0%, TRb-SRC2 inh -1%, RECQ1 inh 19% and GAA glycogen 3%.
`CCC(C)(C)NC(=O)Cc1ccc(C)cc1` gave TexasRed fluor -3%, GAA inhib 0%, RGS12 GoLoco inh -3%, GAA spleen mod 9%, TRb-SRC2 inh -1%, RECQ1 inh 6% and GAA glycogen 19%.
`COc1ccc(P(=O)(COc2ccc([N+](=O)[O-])cc2)c2ccc(OC)cc2)cc1` gave L3MBTL1 block 7%, TexasRed fluor -2%, GAA inhib -11%, RGS12 GoLoco inh 9%, GAA spleen mod -11%, TRb-SRC2 inh 2%, RECQ1 inh -2% and GAA glycogen -6%.
`COc1cccc2sc(Nc3nc(-c4ccncc4)cs3)nc12` gave TexasRed fluor -4%, GAA inhib -2%, RGS12 GoLoco inh 10%, GAA spleen mod inconclusive, TRb-SRC2 inh 3%, RECQ1 inh -2% and GAA glycogen 2%.
`COc1cccc(CN2CCN(Cc3nc4c(s3)CCCC4)CC2CCO)c1` (stereo unspecified) gave L3MBTL1 block -9%, TexasRed fluor -2%[53 µM], GAA inhib inconclusive, RGS12 GoLoco inh 24%, GAA spleen mod 5%, TRb-SRC2 inh 1%[53 µM], RECQ1 inh 25% and GAA glycogen 21%.
Screening CC(C)(C#N)N([O-])C=C[N+](=O)C(C)(C)C#N returned L3MBTL1 block 1%, TexasRed fluor 0%, GAA inhib -15%, RGS12 GoLoco inh 1%, GAA spleen mod 3%, TRb-SRC2 inh -7%, RECQ1 inh -4% and GAA glycogen -7%.
`Cc1ccc(C(=O)CSc2nc(C)cc(SCc3nnc(-c4ccccc4)o3)n2)cc1` gave TexasRed fluor -3%, GAA inhib inconclusive, RGS12 GoLoco inh 8%, GAA spleen mod -11%, TRb-SRC2 inh -23%, RECQ1 inh -3% and GAA glycogen 4%.
Screening COc1cc(C)c(C(=O)Oc2cc(C)c(C(=O)O)c(O)c2C)c(OC)c1C returned L3MBTL1 block -13%, TexasRed fluor -2%&0%, RGS12 GoLoco inh 4%&6%, GAA spleen mod 0%&-7%, TRb-SRC2 inh 4%&-6%, RECQ1 inh -4%&-2% and GAA glycogen -16%.
`CCC(C)NCc1ccc(C(=O)OC)o1` (stereo unspecified) gave L3MBTL1 block 2%, TexasRed fluor 0%, GAA inhib -4%, RGS12 GoLoco inh -5%, GAA spleen mod 1%, TRb-SRC2 inh 5%, RECQ1 inh 5% and GAA glycogen -8%.
`COc1ccc(-n2nc(C(=O)NCC(=O)N3CCN(c4ccccn4)CC3)c3ccccc3c2=O)cc1OC` gave L3MBTL1 block 11%, TexasRed fluor 1%, GAA inhib 2%, RGS12 GoLoco inh -2%, GAA spleen mod -6%, TRb-SRC2 inh 2%, RECQ1 inh -4% and GAA glycogen 3%.
`Cc1ccc(CNC(=O)C(Cc2ccccc2)NS(=O)(=O)c2ccc(Br)s2)cc1` (stereo unspecified) gave L3MBTL1 block 4%, TexasRed fluor -1%, GAA inhib -3%, RGS12 GoLoco inh 19%, GAA spleen mod 3%, TRb-SRC2 inh 3%, RECQ1 inh -12% and GAA glycogen 7%.
`Cc1sc2ncnc(SCC(=O)N3c4ccccc4Sc4ccc(Cl)cc43)c2c1C` gave L3MBTL1 block 4%, TexasRed fluor -3%, GAA inhib -12%, RGS12 GoLoco inh 6%, GAA spleen mod -2%, TRb-SRC2 inh 4%, RECQ1 inh -3% and GAA glycogen -3%.
Screening O=C(Cn1cc(SCc2cccc(Cl)c2)c2ccccc21)N1CCOCC1 returned L3MBTL1 block -3%, TexasRed fluor -2%&1%, GAA inhib -3%, RGS12 GoLoco inh -7%, GAA spleen mod -16%, TRb-SRC2 inh 5%&-20%, RECQ1 inh 6% and GAA glycogen 6%[76.3 µM].
Screening CCC(=O)c1ccc(N2CCN(C(=O)Cc3ccccc3)CC2)c(F)c1 returned L3MBTL1 block -6%, TexasRed fluor 1%, GAA inhib inconclusive, RGS12 GoLoco inh -3%, GAA spleen mod -23%, TRb-SRC2 inh -3%, RECQ1 inh -11% and GAA glycogen -18%.
CSc1ncc(Cl)c(C(=O)Nc2ccccc2Br)n1 was read as TexasRed fluor -2%, RGS12 GoLoco inh -1%, GAA spleen mod 2%, TRb-SRC2 inh -2%, RECQ1 inh inactive and GAA glycogen 2%.
`CCc1ccc(-c2nc(NC(=O)c3ccc(OCC(=O)Nc4ccc(F)cc4)c(OC)c3)sc2C)cc1` gave L3MBTL1 block -8%, TexasRed fluor 4%, GAA inhib 2%, RGS12 GoLoco inh -13%, GAA spleen mod 4%, TRb-SRC2 inh 3%, RECQ1 inh -2% and GAA glycogen 22%.
For CN(C)c1ccnc(-c2cccc(NS(C)(=O)=O)c2)n1 the results were TexasRed fluor -5%, RGS12 GoLoco inh 4%, GAA spleen mod 8%, TRb-SRC2 inh 0% and RECQ1 inh 1%.
`CCN1CCc2nc(N)oc2CC1` gave L3MBTL1 block -19%, TexasRed fluor 0%, RGS12 GoLoco inh -17%, GAA spleen mod 7%, TRb-SRC2 inh -11% and RECQ1 inh -13%.
For COc1cc2[nH]c(=O)n(CCCCCC(=O)NCCCN3CCCC3=O)c(=O)c2cc1OC the results were L3MBTL1 block 2%, TexasRed fluor 0%, GAA inhib 4%, RGS12 GoLoco inh -1%, GAA spleen mod -6%, TRb-SRC2 inh -6%, RECQ1 inh -6% and GAA glycogen 4%.
`COc1cccc(-c2noc(C(C)n3nc(C)c([N+](=O)[O-])c3C)n2)c1` (stereo unspecified) gave L3MBTL1 block 1%, TexasRed fluor 0%, GAA inhib -7%, RGS12 GoLoco inh -1%, GAA spleen mod -15%, TRb-SRC2 inh -1%, RECQ1 inh inconclusive and GAA glycogen -9%.
Screening Cc1ccc(OC(=O)c2cccc(C(=O)Oc3ccc(C)cc3)n2)cc1 returned L3MBTL1 block 2%, TexasRed fluor -1%, GAA inhib -2%, RGS12 GoLoco inh 3%, GAA spleen mod 7%, TRb-SRC2 inh -5%, RECQ1 inh 2% and GAA glycogen 0%.
Screening CC(Sc1nc(-c2ccccc2)nc2c1COC(C)(C)C2)C(=O)N1CCOCC1 (stereo unspecified) returned TexasRed fluor -1%, GAA inhib -23%, RGS12 GoLoco inh 1%, GAA spleen mod -2%, TRb-SRC2 inh -1%, RECQ1 inh -9% and GAA glycogen -11%.
For CCOC(=O)CSc1nc2ccccc2n2cnnc12 the results were L3MBTL1 block 26%, TexasRed fluor -1%, GAA inhib -6%, RGS12 GoLoco inh -35%, GAA spleen mod -6%, TRb-SRC2 inh 11%, RECQ1 inh 8% and GAA glycogen 0%.
`O=C(COc1ccccc1)N1CCN(S(=O)(=O)c2cccs2)CC1` gave TexasRed fluor -1%, GAA inhib inconclusive, RGS12 GoLoco inh -6%, GAA spleen mod -9%, TRb-SRC2 inh 2%, RECQ1 inh -11% and GAA glycogen -4%.
For Cc1cc(/C=C(\C#N)C(=O)N2CCOCC2)c(C)n1C1CCCC1 the results were L3MBTL1 block -8%, TexasRed fluor -3%, RGS12 GoLoco inh -23%, GAA spleen mod -23%, TRb-SRC2 inh 1%, RECQ1 inh -16% and GAA glycogen 12%.
For O=C(C1CC1c1ccccc1)N1CCOCC1 (stereo unspecified) the results were L3MBTL1 block -5%, TexasRed fluor -3%, GAA inhib -5%, RGS12 GoLoco inh 5%, GAA spleen mod -2%, TRb-SRC2 inh -10%, RECQ1 inh -10% and GAA glycogen 5%.

Not a retest: entries from further up.
For CCOC(=O)CSc1nc2ccccc2n2cnnc12 the results were L3MBTL1 block 26%, TexasRed fluor -1%, GAA inhib -6%, RGS12 GoLoco inh -35%, GAA spleen mod -6%, TRb-SRC2 inh 11%, RECQ1 inh 8% and GAA glycogen 0%.
`O=C(COc1ccccc1)N1CCN(S(=O)(=O)c2cccs2)CC1` gave TexasRed fluor -1%, GAA inhib inconclusive, RGS12 GoLoco inh -6%, GAA spleen mod -9%, TRb-SRC2 inh 2%, RECQ1 inh -11% and GAA glycogen -4%.
For Cc1cc(/C=C(\C#N)C(=O)N2CCOCC2)c(C)n1C1CCCC1 the results were L3MBTL1 block -8%, TexasRed fluor -3%, RGS12 GoLoco inh -23%, GAA spleen mod -23%, TRb-SRC2 inh 1%, RECQ1 inh -16% and GAA glycogen 12%.
For O=C(C1CC1c1ccccc1)N1CCOCC1 (stereo unspecified) the results were L3MBTL1 block -5%, TexasRed fluor -3%, GAA inhib -5%, RGS12 GoLoco inh 5%, GAA spleen mod -2%, TRb-SRC2 inh -10%, RECQ1 inh -10% and GAA glycogen 5%.

Not all compounds are listed; rates above refer to the full screens.
